USP17 inh = human USP17-like deubiquitinase inhibition; AID 1645855; 47,000 tested, 6.5% active; purified USP17, Ub-rhodamine cleavage fluorescence, 3 h; inhibition, % at 50 µM
USP28 inh = blocks human USP28 ubiquitin-rhodamine cleavage | purified USP28, Ub-rhodamine cleavage fluorescence, 30 min | inhibition, % at 25 µM | 47,000 tested, 3% active
USP30 block = blocks human USP30 ubiquitin-rhodamine cleavage | inhibition, % at 25 µM | purified USP30, Ub-rhodamine cleavage fluorescence | 47,000 tested, 5.3% active | AID 1645860 | Q70CQ3
OTUD3 inh = blocks human OTUD3 ubiquitin-rhodamine cleavage. AID 1645858. purified OTUD3, Ub-rhodamine fluorescence, 2 h. 47,000 tested, 0.7% active. Q5T2D3. inhibition, % at 25 µM
USP8 inh = human USP8 deubiquitinase inhibition | 47,000 tested, 4.2% active | inhibition, % at 20 µM | P40818 | purified USP8, Ub-rhodamine cleavage fluorescence, 30 min | AID 1645853
UCHL1 block = blocks human UCHL1 ubiquitin-rhodamine cleavage; P09936; purified UCHL1, Ub-rhodamine cleavage fluorescence; 47,000 tested, 0.2% active; inhibition, % at 20 µM
Target sequence (P09936 whole entry, looked up): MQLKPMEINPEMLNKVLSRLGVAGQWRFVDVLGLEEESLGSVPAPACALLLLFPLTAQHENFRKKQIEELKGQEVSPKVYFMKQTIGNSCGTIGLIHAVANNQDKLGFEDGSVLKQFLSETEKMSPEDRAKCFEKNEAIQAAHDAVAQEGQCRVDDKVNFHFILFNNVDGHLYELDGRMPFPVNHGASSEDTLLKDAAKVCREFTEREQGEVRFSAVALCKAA
USP7 inh = blocks human USP7 ubiquitin-rhodamine cleavage | purified USP7, Ub-rhodamine cleavage fluorescence | inhibition, % at 20 µM | 47,000 tested, 0.3% active
USP10 block = inhibitors of human USP10 deubiquitinase. Q14694. purified USP10, Ub-rhodamine fluorescence, 60 min. inhibition, % at 20 µM. 47,000 tested, 1.1% active. AID 1645856
Target sequence (Q14694 whole entry, looked up): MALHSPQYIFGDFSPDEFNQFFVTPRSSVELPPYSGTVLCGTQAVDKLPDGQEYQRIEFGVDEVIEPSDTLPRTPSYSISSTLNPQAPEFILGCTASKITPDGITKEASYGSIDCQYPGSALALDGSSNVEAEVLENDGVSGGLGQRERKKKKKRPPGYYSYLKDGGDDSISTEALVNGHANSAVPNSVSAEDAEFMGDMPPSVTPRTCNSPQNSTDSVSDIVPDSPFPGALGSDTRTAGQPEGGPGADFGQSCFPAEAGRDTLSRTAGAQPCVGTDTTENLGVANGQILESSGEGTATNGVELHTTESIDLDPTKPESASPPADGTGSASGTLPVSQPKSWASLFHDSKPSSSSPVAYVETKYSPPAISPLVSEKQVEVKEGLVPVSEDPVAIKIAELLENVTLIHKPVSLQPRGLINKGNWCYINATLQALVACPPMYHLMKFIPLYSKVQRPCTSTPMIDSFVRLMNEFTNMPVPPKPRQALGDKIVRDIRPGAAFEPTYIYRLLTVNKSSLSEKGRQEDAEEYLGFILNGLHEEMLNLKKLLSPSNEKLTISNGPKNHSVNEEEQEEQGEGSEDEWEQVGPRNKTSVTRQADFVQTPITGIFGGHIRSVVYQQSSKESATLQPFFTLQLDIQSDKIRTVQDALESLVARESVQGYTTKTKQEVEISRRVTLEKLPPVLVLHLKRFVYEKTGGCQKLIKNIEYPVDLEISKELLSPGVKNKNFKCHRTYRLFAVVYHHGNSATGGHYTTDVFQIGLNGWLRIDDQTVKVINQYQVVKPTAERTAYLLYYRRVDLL
* marks the source's active call; other numbers are inactive results; i = inactive. Rule as the data show it: active = inhibition above about 30%; inactive = the rest.

nr | mol | USP17 inh | USP28 inh | USP30 block | OTUD3 inh | USP8 inh | UCHL1 block | USP7 inh | USP10 block
1 | CCN1C(=O)CCc2cc(NS(=O)(=O)c3ccc(C)c(F)c3)ccc21 | -9 | -11 | -15 | 12 | -6 | -3 | -5 | -2
2 | COc1cc2c(cc1OC)C(c1ccccc1)N(C(=O)c1ccncc1)CC2 (stereo not given) | 6 | 2 | 0 | 8 | 16 | 0 | -2 | -2
3 | O=C(c1ccc2c(c1)OCO2)N1CCC2(CC(Nc3ccncn3)C2)C1 (stereo not given) | 10 | 1 | 7 | 7 | 10 | 1 | 3 | 0
4 | COc1cc([C@H]2[C@@]3(O)[C@H](O)[C@H]4C[C@]2(O)[C@](O)(C(=O)O4)[C@H]3C(=O)c2ccccc2)oc(=O)c1 | 7 | 4 | -4 | 7 | -10 | 0 | 3 | -6
5 | CC1(C)Oc2ccccc2[C@H]2OCC3(CCN(C(=O)c4ncc[nH]4)CC3)C[C@@H]21 | -11 | -22 | -22 | -10 | -1 | -1 | 0 | 1
6 | COc1cc(NC(=O)Cc2csc(NC(=O)c3ccc(=O)[nH]c3)n2)cc(OC)c1OC | 4 | -9 | -57 | 5 | 23 | -1 | 1 | -5
7 | COc1ccc(C(=O)Nc2ccc(O)cc2C(=O)O)cc1OC | 18 | 19 | 32* | 21 | 33* | 5 | 7 | 4
8 | CC(NC(=O)c1cc(-c2ccccc2)c(N2CCOCC2)s1)c1ccccc1 (stereo not given) | 1 | 17 | 13 | 2 | 5 | 6 | 11 | 9
9 | Cc1cc(C(=O)NCCn2ncc3c(N4CCCCC4)ncnc32)no1 | 8 | 18 | 15 | 18 | 19 | 0 | 6 | 0
10 | COC(=O)c1oc2c(c1C)C(=O)CC(c1ccc(F)cc1)C2 (stereo not given) | -8 | -12 | 6 | 0 | -6 | 0 | -39 | -1
11 | COc1ccccc1NC(=O)Cn1c(N2CCOCC2)nc2cc(C)n(C)c2c1=O | -18 | -13 | 12 | -2 | -12 | -2 | -1 | -1
12 | Cc1nc(-c2cccc(C(=O)O)c2)cc(C2CCN(S(C)(=O)=O)C2)n1 (stereo not given) | 7 | -3 | 4 | -2 | 1 | -1 | 0 | -1
13 | CN(C)CCNC(=O)c1ccn(-c2ccc3ccc(-c4ccccc4)cn23)n1 | -116 | -147 | i | -157 | -67 | -71 | -65 | -11
14 | O=C(CSc1ncc(CO)n1Cc1ccc(F)cc1)Nc1ccc2c(c1)OCO2 | -28 | -9 | -12 | -14 | -15 | -5 | -6 | -1
15 | O=C(c1cccnc1)N1CCN(S(=O)(=O)c2ccc(Cl)cc2)CC1 | -9 | -17 | -16 | -11 | -8 | -4 | 0 | -2
16 | O=C(NCC1CC1)c1nc2c(o1)CN(C(=O)c1cccnc1)C2 | -21 | -26 | -56 | -17 | -80 | -6 | -8 | -11
17 | COc1ccc(NC(=O)Cn2cc(S(=O)(=O)Cc3ccccc3)c3ccccc32)c(OC)c1 | 19 | 16 | 4 | 2 | 33* | 1 | 11 | 15
18 | O=C(c1ccc(Cl)cc1Cl)N1CC2CCCN2c2ccc(C(F)(F)F)cc21 (stereo not given) | 9 | 11 | -3 | 3 | 7 | 5 | 4 | -1
19 | COc1nccnc1NC1CCN(C(=O)c2ccccc2)CC1 | 16 | 17 | 28 | 18 | 5 | 3 | 8 | 1
20 | CCOc1ccc(OCC)c(NC(=O)c2ccc(NC(=O)CCS(=O)(=O)c3cccs3)cc2)c1 | 9 | 12 | 25 | 2 | 4 | 2 | 8 | 6
21 | O=C(c1ccccc1F)N1CCC2(CCCN2CC2CC2)CC1 | -12 | -2 | 3 | -1 | -1 | 0 | 1 | 1
22 | Cc1cccc(NC(=O)N2CCC3(CC2)NC(=O)c2cc(F)ccc2N3C)c1 | -16 | -11 | -9 | -7 | -25 | -1 | -7 | -2
23 | COc1ccccc1Cn1c(C2CC(=O)N(C)C2)nc2ccccc21 (stereo not given) | -7 | -7 | -17 | -13 | -20 | -4 | -34 | -2
24 | COc1ccc(C(=O)N2CCC(c3ccnc4cc(C)nn34)CC2)cn1 | -6 | -10 | 0 | 1 | 1 | -1 | 0 | 1
25 | O=C1CC(=O)Nc2cc(S(=O)(=O)NCc3ccc4c(c3)OCO4)ccc2N1 | -2 | -1 | 0 | 0 | -21 | -3 | -2 | 2
26 | COc1ccccc1C(=O)N1CCN(c2ccc(-c3nc(C)cs3)cn2)CC1 | -18 | -9 | -15 | -10 | -10 | -1 | -16 | 0
27 | COc1ccc(OC)c(NC(=O)COC(=O)C2CC(=O)N(c3cccc(C)c3C)C2)c1 (stereo not given) | 1 | 15 | 16 | 10 | 0 | 3 | 0 | 0
28 | Cc1cc(C(=O)N2CC(C(=O)Nc3ccc(S(C)(=O)=O)cc3)C2)no1 | -2 | 8 | 16 | 11 | -9 | 1 | 5 | 0
29 | CNCC(=O)N1CCCCC1c1nc(N)ncc1-c1ccccc1F (stereo not given) | -8 | 4 | 24 | 5 | -77 | 0 | 1 | 1
30 | COc1ccc2c(c1)[nH]c1c(=O)n(Cc3ccccc3)cnc12 | 71* | 0 | 73* | 0 | 12 | 4 | 7 | 21

Limited to USP7 inh (two entries from above):
item	Structure	USP7 inh
13	CN(C)CCNC(=O)c1ccn(-c2ccc3ccc(-c4ccccc4)cn23)n1	-65
14	O=C(CSc1ncc(CO)n1Cc1ccc(F)cc1)Nc1ccc2c(c1)OCO2	-6

Returning to the listing; the 5 compounds before the break are reprinted first.
nr | mol | USP17 inh | USP28 inh | USP30 block | OTUD3 inh | USP8 inh | UCHL1 block | USP7 inh | USP10 block
26 | COc1ccccc1C(=O)N1CCN(c2ccc(-c3nc(C)cs3)cn2)CC1 | -18 | -9 | -15 | -10 | -10 | -1 | -16 | 0
27 | COc1ccc(OC)c(NC(=O)COC(=O)C2CC(=O)N(c3cccc(C)c3C)C2)c1 (stereo not given) | 1 | 15 | 16 | 10 | 0 | 3 | 0 | 0
28 | Cc1cc(C(=O)N2CC(C(=O)Nc3ccc(S(C)(=O)=O)cc3)C2)no1 | -2 | 8 | 16 | 11 | -9 | 1 | 5 | 0
29 | CNCC(=O)N1CCCCC1c1nc(N)ncc1-c1ccccc1F (stereo not given) | -8 | 4 | 24 | 5 | -77 | 0 | 1 | 1
30 | COc1ccc2c(c1)[nH]c1c(=O)n(Cc3ccccc3)cnc12 | 71* | 0 | 73* | 0 | 12 | 4 | 7 | 21
31 | CCOc1ncccc1C(=O)Nc1ccnn1Cc1ccccc1 | -10 | -2 | -12 | 2 | 1 | -2 | 0 | 50*
32 | O=c1c2c(nc3nc(-c4cccc5ccccc45)[nH]n13)CCC2 | 1 | 6 | -8 | 13 | 10 | 1 | 4 | 5
33 | Cc1ccc(NC(=O)Cn2cc(S(=O)(=O)N3CCCCC3)ccc2=O)cc1 | 12 | 20 | 44* | 17 | 13 | 2 | 7 | 6
34 | CCC(C)c1ccc(NC(=O)CN(C=C2NC(=O)c3ccccc3N2)CC)cc1 (stereo not given) | 1 | -3 | 10 | -2 | 1 | 3 | -1 | 4
35 | CCn1cc(S(=O)(=O)N2CCCn3nc(-c4cccnc4)cc3C2)cn1 | 0 | -5 | -3 | 0 | 0 | -4 | -2 | 1
36 | O=C(CSc1nc2[nH]ncc2c(=O)n1-c1cccc(C(F)(F)F)c1)NCc1ccccc1 | 1 | 6 | 2 | 4 | -3 | 3 | -3 | 0
37 | CC(=O)NC(Cc1cccc(C)c1)C(=O)NC1CCN(c2nnnn2-c2ccccc2)CC1 (stereo not given) | 10 | 11 | 19 | 16 | 12 | 1 | 0 | 0
38 | Cc1nc(CN2CCC3(CC2)COCCN(c2cccnc2)C3)cs1 | -63 | -32 | -87 | -14 | -321 | -1 | -9 | -5
39 | Cc1ccc(S(=O)(=O)N2CCCC2C(=O)N2CCN(c3ccccc3)CC2)cc1 (stereo not given) | -32 | -44 | -146 | -47 | -68 | -13 | -8 | -6
40 | CC(C)(C)c1ccc(Cn2c(/C=C/c3ccccc3)nc3ccccc32)cc1 | 15 | 10 | 23 | 13 | 18 | 6 | 15 | 9
41 | Cn1cc(C2c3ccccc3C(=O)N2CC(=O)Nc2ccccc2)c2ccccc21 (stereo not given) | 1 | 0 | -7 | -8 | -154 | 4 | -2 | 1
42 | COc1cc(C)c(CN2CCC(c3cc(=O)[nH]c(C)n3)C2)cc1C (stereo not given) | 6 | -1 | 9 | -3 | 17 | -3 | -1 | -1
43 | Cc1ccccc1NC(=O)N1Cc2c(CN3CCCCC3)nn(C)c2C1 | -17 | 3 | 26 | 13 | -68 | 0 | 3 | 2
44 | CC1(NC(=O)CC(c2ccncc2)c2c[nH]c3ccccc23)CCC1 (stereo not given) | -13 | 1 | -12 | -2 | -312 | 1 | -19 | -8
45 | CC1(C)Cc2c(c(N3CCOCC3)nc3sc4c(Nc5ccccn5)ncnc4c23)CO1 | 10 | 0 | 15 | 1 | 19 | 1 | 2 | -2
46 | CCOC(=O)N1CCC(NC(=O)c2nnn(-c3ccccc3)n2)CC1 | -11 | -2 | 3 | -2 | 0 | -2 | -1 | -4
47 | O=C(CNS(=O)(=O)c1cc(C(F)(F)F)ccc1Cl)N1CCCCCC1 | 8 | 10 | 20 | 22 | 15 | 2 | -21 | 2
48 | O=C1COc2ccccc2C/C=C/CC2(CCN(Cc3ccccn3)CC2)C(=O)NCCN1 | -17 | -10 | -44 | -7 | -16 | -6 | -6 | -7
49 | COC(=O)c1ccc(NC(=O)CSc2nnc(-c3ccncc3)n2CC2CCCO2)cc1 (stereo not given) | -4 | 0 | 8 | 1 | 0 | -3 | -1 | -2
50 | Cc1c(C)n(Cc2ccccc2)c2ncnc(NCc3ccco3)c12 | -18 | 17 | -36 | -9 | -30 | -2 | -15 | -2
51 | Nc1nc(C2CCCN(C(=O)CCC3CCCC3)C2)cc2ccnn12 (stereo not given) | -12 | -4 | -25 | -1 | -32 | -1 | -27 | 0
52 | CCCn1nc(NS(=O)(=O)c2ccccc2)c2cc3ccccc3nc21 | -7 | 3 | 0 | 5 | 0 | 1 | 2 | 2
53 | CCNc1nc(NCCc2cccs2)c2cnn(C)c2n1 | -25 | -15 | -19 | -15 | -18 | -1 | -8 | -1
54 | COc1cc2oc(=O)c(CC(=O)N3CCC[C@H]3C(=O)O)c(C)c2cc1Cl | -6 | -2 | -8 | -3 | -3 | 2 | 4 | 4
55 | CCS(=O)(=O)N1CCCc2ccc(NS(=O)(=O)c3ccc(C)c(C)c3)cc21 | 15 | 15 | 6 | 2 | 20 | 9 | 16 | 4
56 | Cc1ccc(-c2noc3ncnc(N(Cc4ccco4)CC4CCCO4)c23)cc1 (stereo not given) | 10 | 0 | 23 | 7 | 4 | 3 | -3 | 5
57 | O=C(NCc1ccc2c(c1)OCO2)c1ccc(C2SCC(=O)N2Cc2ccco2)cc1 (stereo not given) | 56* | 22 | 5 | 19 | 36* | 5 | 7 | 7
58 | Cc1ccc(-c2nnc(-c3ccc(-n4ccnc4)nc3)o2)cc1F | 13 | 14 | 7 | 0 | -9 | 3 | -9 | -3
59 | CCc1ccc(NC(=O)CSC2=NC3(CCCC3)Nc3ccccc32)cc1 | 4 | -14 | -52 | -18 | 0 | 0 | -1 | -5
60 | COc1ccc(OCC(=O)NC2CCCCCC2)cc1 | 16 | 10 | 22 | 18 | 28 | 3 | -10 | 1
61 | CCCS(=O)(=O)N1C[C@H]2C[C@H](C(=O)Nc3cccnc3)[C@@H](C1)O2 | 0 | -8 | -6 | 0 | -8 | -1 | 1 | 0
62 | COc1cccc(CNC(=O)CN2C(=O)CCc3cc(Br)ccc32)c1 | 11 | 21 | 21 | 17 | 18 | 3 | -79 | 3

Six of the compounds above, with values under each structure:
Under each structure – USP17 inh	USP28 inh	USP30 block	OTUD3 inh	USP8 inh	UCHL1 block	USP7 inh	USP10 block
[61] CCCS(=O)(=O)N1C[C@H]2C[C@H](C(=O)Nc3cccnc3)[C@@H](C1)O2
    0	-8	-6	0	-8	-1	1	0
[42] COc1cc(C)c(CN2CCC(c3cc(=O)[nH]c(C)n3)C2)cc1C (stereo not given)
    6	-1	9	-3	17	-3	-1	-1
[35] CCn1cc(S(=O)(=O)N2CCCn3nc(-c4cccnc4)cc3C2)cn1
    0	-5	-3	0	0	-4	-2	1
[36] O=C(CSc1nc2[nH]ncc2c(=O)n1-c1cccc(C(F)(F)F)c1)NCc1ccccc1
    1	6	2	4	-3	3	-3	0
[47] O=C(CNS(=O)(=O)c1cc(C(F)(F)F)ccc1Cl)N1CCCCCC1
    8	10	20	22	15	2	-21	2
[54] COc1cc2oc(=O)c(CC(=O)N3CCC[C@H]3C(=O)O)c(C)c2cc1Cl
    -6	-2	-8	-3	-3	2	4	4

Screening data as filed in PubChem.
